Screens: PubChem BioAssay, National Center for Advancing Translational Sciences (NCATS)
ALOX12 inh = inhibitors of human 12S-lipoxygenase ALOX12; P18054; purified 12hLO, xylenol orange hydroperoxide absorbance; Potency, µM (series often up to 108 µM), inactives show at the highest dose activity change, negative = inhibition, most hits filed as inhibitors; 580,000 tested, 1.1% active; AID 1671190; active means well fitted inhibition curve with a large enough effect; inconclusive means small, poorly fitted or top-dose-only effect, or another doubt; inactive means no such curve, though single readings can be large or run the other way
Target sequence (P18054 whole entry, looked up): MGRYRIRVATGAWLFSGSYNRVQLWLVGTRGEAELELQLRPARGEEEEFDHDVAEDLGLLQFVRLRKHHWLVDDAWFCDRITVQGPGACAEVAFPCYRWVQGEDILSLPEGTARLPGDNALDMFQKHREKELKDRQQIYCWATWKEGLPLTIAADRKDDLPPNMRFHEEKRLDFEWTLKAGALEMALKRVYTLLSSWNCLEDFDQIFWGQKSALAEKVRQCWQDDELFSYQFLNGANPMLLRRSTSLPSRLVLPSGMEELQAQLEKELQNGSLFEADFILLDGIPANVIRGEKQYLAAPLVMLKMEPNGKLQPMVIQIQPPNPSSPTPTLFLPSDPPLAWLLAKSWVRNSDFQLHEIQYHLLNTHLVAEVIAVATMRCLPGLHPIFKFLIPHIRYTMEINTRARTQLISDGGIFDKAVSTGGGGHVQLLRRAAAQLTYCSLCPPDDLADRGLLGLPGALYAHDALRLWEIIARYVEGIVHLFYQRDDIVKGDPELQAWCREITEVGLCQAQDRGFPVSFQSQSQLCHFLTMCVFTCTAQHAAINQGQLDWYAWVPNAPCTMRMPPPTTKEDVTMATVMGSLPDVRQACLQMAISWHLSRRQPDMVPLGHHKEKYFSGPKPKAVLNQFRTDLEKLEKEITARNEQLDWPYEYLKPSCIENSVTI
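Purified human 12hLO (150 nM final) in 25 mM Hepes, 0.01% Triton X-100, pH 7.0 was preincubated 15 min at room temperature with compound. Then 40 uM arachidonic acid was added, 30 min. Hydroperoxide was read by Fe-XO absorbance ratio 573/405 nm.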
The depositor's hits bear a star; ? = inconclusive; [ ] = another dose, or the depositor's remark. On the % scale 0 is the no-effect control and ±100 the full control effect; potency means the concentration at half of the fitted maximal effect. Only part of the results is shown; rates above refer to the full screens.

Start of the data: the first 6 records, ahead of the listing:
SMILES	ALOX12 inh
O=C(Cc1cccc(F)c1)N1CCC(n2cc(-c3nc(-c4ccccc4)no3)nn2)CC1	4%
CCN(CC)c1cc(CCC(=O)NCc2cc(OC)ccc2OC)ccn1	62%[activator]
CC(C)c1noc(-c2cn(C3CCN(C(=O)c4cccc(F)c4)C3)nn2)n1 (stereo unspecified)	15%
O=C(Nc1nn(Cc2ccccc2)c2cccc(N3CCOCC3)c12)c1cnccn1	29%
CN(Cc1n[nH]c2c1CCCC2)C(=O)c1ccc(CCC(C)(C)O)cc1	20%
Cc1ccc(C(C(=O)NCc2ccc(O)cc2)N(C)C)cc1 (stereo unspecified)	18%

Results, from the first entry:
SMILES	ALOX12 inh
O=C(Cc1cccc(F)c1)N1CCC(n2cc(-c3nc(-c4ccccc4)no3)nn2)CC1	4%
CCN(CC)c1cc(CCC(=O)NCc2cc(OC)ccc2OC)ccn1	62%[activator]
CC(C)c1noc(-c2cn(C3CCN(C(=O)c4cccc(F)c4)C3)nn2)n1 (stereo unspecified)	15%
O=C(Nc1nn(Cc2ccccc2)c2cccc(N3CCOCC3)c12)c1cnccn1	29%
CN(Cc1n[nH]c2c1CCCC2)C(=O)c1ccc(CCC(C)(C)O)cc1	20%
Cc1ccc(C(C(=O)NCc2ccc(O)cc2)N(C)C)cc1 (stereo unspecified)	18%
COc1ccc(CN2CCCC23Cc2ccccc2N([S+](C)(=O)[O-])C3)cc1 (stereo unspecified)	3%[6.33 µM]
COc1ccc(N2Cc3c(NCC4CCCCC4)ncnc3N(C)CC2=O)cc1	18%
CC(C)(C)S(=O)N1C[C@@H]2CC(=O)C(CCO)=C2[C@H]1CCO (stereo partly specified)	-5%
CC(C)n1cc(CN2C[C@@H](COCC(N)=O)[C@H](c3ccncc3)C2)cn1	66%[activator]
COc1ccccc1C(=O)N1CCC2(C1)C(=NC1CCCCC1)NC(=O)N2c1cccnc1 (stereo unspecified)	13%[6.33 µM]
COC[C@]1(O)CCN(C(=O)c2oc(COc3ccccc3)cc2C)CC1(C)C	1%
O=C1CCN(C(=O)C2CCCC2)CCCC(c2nc(-c3ccccc3)no2)CCN1 (stereo unspecified)	24%
CCC1c2nccn2CCCN1C(=O)c1ccc2ncccc2c1 (stereo unspecified)	58%[activator]
COCCC(=O)N1CC(c2nnc(-c3ccc(C)cc3)o2)C2(CCOCC2)C1 (stereo unspecified)	23%
Cc1ccc(-c2cc(N3CCCN(C(=O)c4ccco4)CC3)n[nH]2)cc1C	49%[activator]
COc1ccc(C(=O)N2CCc3cn(C)c4cccc(c34)C2)c(C)c1	36%
CC(C)C[C@@H]1N[C@H](C(=O)N2CCOCC2)Cc2cn(Cc3ccncc3)c3cccc1c23	67%[activator][176 µM]
Cc1cc(C(=O)N2CCC(C(=O)N3CCCCCCNC(=O)CC3)CC2)n(C)n1	37%[activator]
COCC1CN(C(=O)c2ccc(C)s2)CC12CCOCC2 (stereo unspecified)	47%[activator]
Oc1ccc([C@@H]2Oc3ccc(O)cc3[C@@H]3CCC[C@@H]32)cc1	?
NCCO[C@H]1C[C@@H](O)C12CCN(Cc1ccc(OC(F)F)cc1)CC2	46%[activator]
Cc1ccsc1C(=O)N1CCC(c2n[nH]c(=O)n2Cc2ccc(F)cc2)CC1	?
Cc1cn2nc(C(=O)Nc3ccc(C(F)(F)F)cc3)cc2c(N2CCSCC2)n1	26%
O=C(CC1CCCN(c2cn[nH]c(=O)c2)C1)NCCC1=CCCCC1 (stereo unspecified)	44%[activator]
Cc1ccc(CN2CCN(Cc3ccc(=O)n(C)c3)CC2)cc1	9%
O=C(NCc1nnc2ccc(-c3ccc(Cl)cc3)nn12)C1(c2ccccc2)CC1	20%
Cc1cc(=O)n(CC(=O)Nc2ccccc2C)c(-c2ccccc2)n1	12%
COc1ccc(CNC(=O)[C@H]2CCC[C@H]2NC(=O)c2ccc(OC)nc2)cc1	3%
COc1ccc(-c2ccc3c(c2)C(=O)N2CCN(C(=O)COc4ccccc4)C[C@@H]2C(=O)N3)cc1	9%
CCCCCC(=O)Nc1nc2c(s1)C[C@@H]1[C@](C)(CO)[C@H](O)CC[C@@]1(C)[C@@H]2CC(=O)N[C@@H](CO)CC(C)C	9%
CC(C)CNC(=O)N1CCC(CCOc2ccc(F)cc2)C1 (stereo unspecified)	8%
CCc1nc2c(c(-c3ccc(O)cc3)n1)CCN(Cc1cccc(OC)c1)CC2	?
Cc1cnc(CCNS(=O)(=O)c2ccc(C#N)cc2)n1C1CCC1	?
COc1ccc(-c2cc(N3CCC(NC(=O)c4ccc(N(C)C)cc4)CC3)n[nH]2)cc1	12%
COc1ccc(C(=O)N2CCc3nc(C(C)C)nc(-c4ccc(OC)cc4)c3C2)cc1	?
FC(F)(F)c1ccc(CN2CC(Oc3ccc4c(c3)OCO4)C2)cc1	0%[6.33 µM]
O=C(O)CSCC(=O)N1CCN(C(=O)c2cnccn2)[C@H](C(=O)N[C@H]2CCCNC2=O)C1	-7%
O=C(NCc1ccccc1F)[C@H]1CN(Cc2ccccc2)C[C@H]1C(=O)O	?
CCOC(=O)CNC(=O)c1cc2n(n1)CC(c1ccc(Br)cc1)OC2 (stereo unspecified)	?
CCN(CC)Cc1cnc2c(C(=O)Nc3ccc(Cl)cc3C)cnn2c1	-1%
COc1ccc(CC(=O)NC(C)C(=O)N2CCN(c3ccccn3)CC2)c(Cl)c1 (stereo unspecified)	27%
COc1ccc(CCN2C(=O)O[C@@H]3CN(C(=O)C4CCC4)C[C@@H]32)cc1	6%
Cn1cccc1CN1CCn2c(nnc2-c2ccccc2)C1	?
CC(=O)c1cccc(NC(=O)Cn2c(N3CCCCC3)nc(C)c(C)c2=O)c1	12%
CC(=O)N1CCN(c2ccc(N3CCN(C(C)=O)[C@H](C)C3)c(C)c2)[C@H](C)C1	-9%
COc1ccccc1-c1nnc([C@H]2CCN(Cc3ccc(C(=O)O)cc3)C2)o1	?
CC(/C=N/c1ccccn1)=N\c1ccccn1	2%
Cn1ccc2c(C(=O)NCCc3cnc[nH]3)nc(-c3cccc(C(F)(F)F)c3)cc21	6%[176 µM]
COc1ccc(CN(CC2CCCO2)C(=O)C2CCN(CC(N)=O)CC2)cc1 (stereo unspecified)	0%
COc1ccc(OC)c(CNC(=O)c2ccc(-c3ccc(N4CCSCC4)nc3)cc2)c1	30%[activator]
Cc1cccc(NC(=O)Cn2c(-c3cnccn3)nc(C)c(C)c2=O)c1C	28%
COc1ccc(C(=O)N(C)C2CCc3ccccc32)cc1 (stereo unspecified)	?
O=C(C1CCC1)N1CCC(Oc2cccc(F)c2)C1 (stereo unspecified)	8%
COc1cccc(CNC(=O)[C@H]2CCC[C@H]2NC(=O)c2cnc(C)cn2)c1	35%
COc1ccc2c(c1)CCN=C2C[C@H]1CN(C(=O)c2cccs2)CC[C@H]1CC(=O)O	?
C=CCC(=O)N(CC1CCN(CCc2ccccc2C)CC1)C1CCCC1	-17%
Cc1cncc(C(=O)N2CCOc3c(O)cc(-c4nc5ccccc5s4)cc3C2)c1	59%[activator]
Nc1ncnc2c1ncn2[C@H]1O[C@H](CO)[C@@H](O)[C@@H]1O	-1%
Cc1cc(C)c(CNC(=O)c2cc(-c3ccccc3C)cc3c2OCCN3C(C)C)c(=O)[nH]1	-22%

3 entries from above, sorted by their value in ALOX12 inh, highest first:
SMILES	ALOX12 inh
COc1ccc(C(=O)N2CCc3cn(C)c4cccc(c34)C2)c(C)c1	36%
COc1cccc(CNC(=O)[C@H]2CCC[C@H]2NC(=O)c2cnc(C)cn2)c1	35%
COc1ccc(N2Cc3c(NCC4CCCCC4)ncnc3N(C)CC2=O)cc1	18%

At a glance, 4 of the compounds above:
SMILES	ALOX12 inh
Cn1ccc2c(C(=O)NCCc3cnc[nH]3)nc(-c3cccc(C(F)(F)F)c3)cc21	6%[176 µM]
COc1ccc(CN(CC2CCCO2)C(=O)C2CCN(CC(N)=O)CC2)cc1 (stereo unspecified)	0%
COc1ccc(OC)c(CNC(=O)c2ccc(-c3ccc(N4CCSCC4)nc3)cc2)c1	30%[activator]
Cc1cccc(NC(=O)Cn2c(-c3cnccn3)nc(C)c(C)c2=O)c1C	28%

New compounds follow
SMILES	ALOX12 inh
Cc1cc(C)c(OCC(=O)c2ccc3c(c2)N(CCCC(=O)N2CCOCC2)C(=O)CO3)c(C)c1	32%
CN(C)c1ccc(C(=O)N[C@H]2CO[C@H]3[C@@H]2OC[C@@H]3n2cc(COc3ccccc3)nn2)cc1	-5%
COCCN1CCOC[C@H]2CCN(C(=O)CCC3CCCC3)C[C@H]21	46%[activator]
CCc1cccc(NC(=O)N2CCC(OC3CCN(Cc4ccccc4)CC3)CC2)c1	31%
Cn1cc(CN(C(=O)c2ccc3nc(-c4ccccc4)cn3c2)C2CC2)cn1	-2%
O=C(c1ccoc1)N1CCC(N2C(=O)C(O)C23CCCCC3)CC1 (stereo unspecified)	20%
O=C(CCc1nnn2c1CN(C(=O)c1ccccc1)CC2)NC1CC1	73%[activator]
O=C(CN1C(=O)NC(c2ccccc2Cl)C2=C1COC2=O)Nc1ccccc1C(F)(F)F (stereo unspecified)	-10%
CN(C(=O)Cn1cccc1-c1nc(-c2ccc3c(c2)OCO3)no1)c1ccccc1	5%
COc1ccc(NC(=O)Cn2c(-c3ccccc3)nc(C)c(CCO)c2=O)cc1OC	37%[activator]
COc1ccc(CN2C=C(C(=O)OCc3nc(-c4ccccc4F)no3)C(C)=NS2(=O)=O)cc1	-15%
c1ccc(-c2ccc3ncc(Nc4ccc(N5CCOCC5)cc4)n3n2)cc1	?
O=C(NCC1CCCO1)c1ccc(-c2ccc(N3CCCCC3)nc2)cc1 (stereo unspecified)	10%
Cc1ncoc1C(=O)NCC1Cn2cccc2CN1Cc1ccccc1 (stereo unspecified)	140%[activator]
CCc1ccccc1NC(=O)Cn1c(C)cc2nc3n(c(=O)c21)CCCC3	27%
CCNC(=O)c1cc2n(n1)CC(c1ccc(Br)cc1)OC2 (stereo unspecified)	1%
Cc1ccc(C(=O)N2CCC3(CC2)N(C)C(=O)CS3(=O)=O)cc1F	16%
CC(C)CCN1CCC(N2CCN(C(=O)c3ccc(F)cc3)CC2)C1=O (stereo unspecified)	?
O=C(O)CCC(=O)N1Cc2ccccc2CC2(CCCN(CC3CCOCC3)C2)C1 (stereo unspecified)	6%[6.33 µM]
O=C(Nc1cccc(-n2cccn2)c1)C1CCCN1S(=O)(=O)c1cccs1 (stereo unspecified)	9%
COc1ccc(-c2nc(C(C)C)nc3c2CCN(C(=O)Cc2ccc(F)cc2)CC3)cc1	?
Cc1ccc(-n2nc(C)c([C@H]3C=C[C@@H](OC(=O)Nc4cccc(F)c4)C3)c2C)cc1Cl	?
C[C@@H]1CN([C@@H](C)CO)C(=O)CCCn2cc(nn2)CO[C@H]1CN(C)C(=O)C1CCCCC1	-10%
CCN(Cc1ccncc1)C(=O)CCC[C@@H]1[C@H]2CCCN3CCC[C@@H](CN1Cc1cccnc1)[C@@H]23	75%[activator]
O=C1CC(c2ccccc2)N(C(=O)COc2ccc(F)cc2)CCCCCCN1 (stereo unspecified)	-16%
Cc1ccc(NC(=O)N2CC(n3cc(C(=O)NCc4ccncc4)nn3)C2)cc1C	6%
O=C(CCC1CCN(C(=O)c2ccccc2F)CC1)NCCCc1ccccc1	42%
COCCCN1CC2(CCN(C(=O)c3nn(C)c4ccccc34)CC2)CC1=O	?
NCCCC(=O)N1CCCC2(Cc3ccccc3CN2C(=O)Cc2cccc(Cl)c2)C1 (stereo unspecified)	10%[6.33 µM]
COC[C@]1(O)CCN(C(=O)c2ccccc2C(F)(F)F)CC1(C)C	9%
CC(C)c1noc(-c2nc(-c3ccc4c(c3)OCO4)no2)n1	9%
CCC1c2nccn2CCCN1C(=O)COC (stereo unspecified)	13%
COCCN1C(=O)[C@@H]2C[C@@H](CN2C(=O)C2CCOCC2)Oc2ccccc21	34%[activator][176 µM]
CCCN(CC1CCOC1)C(=O)Nc1cccc(F)c1 (stereo unspecified)	37%[activator]
C[S+](=O)([O-])N1CC2(Cc3ccccc31)CN(C(=O)c1ccccc1Cl)C2	-6%
CCc1ccc(C2CC(C(=O)NC(C)c3ccccc3)CN(C(=O)c3ccoc3)C2)cc1 (stereo unspecified)	38%[activator]
CCOC(=O)CC1CCCCN1S(=O)(=O)Cc1ccccc1F (stereo unspecified)	54%[activator]
O=C(NCCCN1CCOCC1)c1cccc2c1CCN2C(=O)Nc1ccc(F)cc1	7%
COC(=O)c1ccc2nc(CO[C@H]3CN(Cc4ncccc4C)C[C@H]3F)[nH]c2c1	110%[activator][176 µM]
Cc1ccc(CN2C(=O)C3(CCOCC3)CC2c2nnnn2C(C)(C)C)cc1 (stereo unspecified)	43%[activator]
COc1ccc(-c2nc3c(c(-c4ccccc4)n2)CN(C(=O)c2ccccc2Cl)CC3)cc1	-4%
Fc1ccc(OC2CNC2)cc1	0%[12.5 µM]
O[C@@H]1C[C@@H](c2nc(Cc3ccccc3)no2)N(Cc2ccc(F)cc2)C1	34%[activator][176 µM]
OCc1nnc(C2CC(Nc3ncnc4ccccc34)C2)n1C1CC1 (stereo unspecified)	38%
Cc1cc(C)cc(NC(=O)[C@H]2CCC[C@H]2NC(=O)c2cnc(C)cn2)c1	2%
COc1ncccc1-c1cc(C(=O)N2CCCC(OC)C2)c2c(c1)ncn2C (stereo unspecified)	0%[176 µM]
CCC(C)NC(=O)C1COC2(CCN(C(=O)c3cccc(F)c3)CC2)N1C(=O)c1cccc(OC)c1 (stereo unspecified)	50%[activator]
CC(C)NS(=O)(=O)c1ccc2c(c1)nc(CCC(N)=O)n2C(C)C	16%
O=C1[C@@H]2C[C@@H](CN2Cc2ccccc2)Oc2ccccc2N1Cc1ccccc1	42%[activator][176 µM]
Cc1cc(CN2CCC3(CC2)CCN(C(=O)c2ccccn2)CC3CO)on1 (stereo unspecified)	-22%
O=C(NCc1nnc2ccc(-c3ccc(F)cc3)nn12)c1ccoc1	11%
CC(=O)C1=C(C)N(Cc2ccc(F)cc2)C(=S)NC1c1cccc(F)c1 (stereo unspecified)	?
COc1ccccc1-n1cc(C(=O)N2CCC3(CCNC(=O)CC3)CC2)cn1	11%
